M1 antag: blocks human M1 muscarinic receptor; P11229; CHO-K1 hM1, Fluo-8 calcium fluorescence, ACh EC80 antagonist; inhibition, % at 3 µM; 360,000 compounds, 1.3% hits;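 active = percent inhibition above its own plate's cutoff, namely the mean of that plate's compound wells plus 3 SD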;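 note: peak over basal fluorescence ratio during 140 s after agonist addition; 0% = ACh EC80 plus DMSO and 100% = DMSO alone without agonist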
Target sequence (P11229 whole entry, looked up): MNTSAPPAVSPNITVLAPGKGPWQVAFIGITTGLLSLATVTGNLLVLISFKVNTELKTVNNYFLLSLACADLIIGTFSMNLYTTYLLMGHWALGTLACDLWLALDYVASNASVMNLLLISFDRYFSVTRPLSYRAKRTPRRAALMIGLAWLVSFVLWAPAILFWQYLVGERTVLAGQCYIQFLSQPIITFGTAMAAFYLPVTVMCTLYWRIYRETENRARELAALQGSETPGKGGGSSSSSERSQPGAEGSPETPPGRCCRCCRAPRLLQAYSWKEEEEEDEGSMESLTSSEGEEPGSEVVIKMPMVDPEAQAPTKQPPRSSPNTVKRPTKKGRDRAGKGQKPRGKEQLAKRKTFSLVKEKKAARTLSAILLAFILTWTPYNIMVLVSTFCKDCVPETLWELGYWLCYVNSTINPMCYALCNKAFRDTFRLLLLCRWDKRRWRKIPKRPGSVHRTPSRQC
M4 antag: antagonists of human muscarinic M4 receptor (CHRM4) | inhibition, % at 3 µM | CHO-hM4 cells, ACh EC80, Fluo-8 calcium fluorescence | 360,000 compounds, 0.73% hits;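 active = inhibition above its plate's cutoff, the mean inhibition of sample wells plus 3 SD, cut at about 27% in these data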;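 note: 0% = acetylcholine EC80 with DMSO and 100% = DMSO without agonist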
Target sequence (P08173 whole entry, looked up): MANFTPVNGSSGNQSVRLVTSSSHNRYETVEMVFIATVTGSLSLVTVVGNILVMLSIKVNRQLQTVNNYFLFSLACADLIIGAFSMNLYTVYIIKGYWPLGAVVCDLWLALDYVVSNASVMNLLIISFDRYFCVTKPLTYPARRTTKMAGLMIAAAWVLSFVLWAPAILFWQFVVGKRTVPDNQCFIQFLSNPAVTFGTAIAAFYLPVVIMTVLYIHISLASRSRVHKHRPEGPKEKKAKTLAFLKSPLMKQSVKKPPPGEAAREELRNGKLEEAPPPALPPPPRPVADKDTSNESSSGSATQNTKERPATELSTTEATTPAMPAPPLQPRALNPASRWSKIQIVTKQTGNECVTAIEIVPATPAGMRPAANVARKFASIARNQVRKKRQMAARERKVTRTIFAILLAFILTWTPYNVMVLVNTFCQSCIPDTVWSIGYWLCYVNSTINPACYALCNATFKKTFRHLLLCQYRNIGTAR
CHRM5 antagonist: antagonists of human muscarinic M5 receptor (CHRM5). P08912. CHO-hM5 cells, Fluo-8 calcium fluorescence, ACh EC80. inhibition, % at 3 µM. 360,000 compounds, 0.59% hits. AID 624040;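 active = inhibition above a per-plate cutoff, the mean of that plate's test compounds plus 3 SD, cut at about 27% in these data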;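 note: 0% = acetylcholine EC80 with DMSO and 100% = DMSO without agonist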
M5 ag: CHRM5 agonism in calcium assay. P08912. 360,000 compounds, 0.19% hits. CHO-K1 hM5 cells, Fluo-8 calcium fluorescence; 0% DMSO wells, 100% maximal acetylcholine response. activation, % at 3 µM;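 active = activation above the run's mean over test compounds plus 3 SD, cut at about 23% in these data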;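 note: signal is peak over basal fluorescence ratio across the kinetic read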
M1 PAM: positive allosteric modulators of human M1 muscarinic receptor; P11229; CHO-K1 hM1, Fluo-8 calcium fluorescence, ACh EC20; 0% = ACh EC20, 100% = maximal ACh; activation, % at 3 µM; 360,000 compounds, 0.088% hits; AID 588819; in the data active = activation above about 19%, passing the limit was not always enough
M5 PAM: positive allosteric modulators of human muscarinic M5 receptor | activation, % at 3 µM | AID 624038 | CHO-K1 hM5, Fluo-8 calcium, ACh EC20 PAM; 0% = ACh EC20, 100% = ACh EC100 | P08912 | 360,000 compounds, 0.3% hits;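 active = activation above the run cutoff, the mean activation of all test compounds plus 3 SD, cut at about 18% in these data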
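system = human M5 receptor in CHO-K1 cells | compound = one concentration, 3 µM final (nominal) | schedule = Post-acetylcholine fluorescence recording 140 s | signal = Fluo-8 calcium dye fluorescence, kinetic read | benchmarks = low control EC20 acetylcholine (0%), high control EC100 acetylcholine (100%) | repeats = singlicate, one well per test compound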
M4 ag: agonists of human muscarinic M4 receptor (CHRM4); P08173; CHO-K1 hM4/Gqi5, Fluo-8 calcium fluorescence; vehicle 0%, full acetylcholine response 100%; activation, % at 3 µM; 360,000 compounds, 0.14% hits;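 active = activation above the run mean over all test wells plus 3 SD, cut at about 32% in these data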;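 note: peak over basal fluorescence ratio per well then scaled between controls; 0% = DMSO wells and 100% = acetylcholine at EC100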
CHRM4 PAM: potentiates acetylcholine response at human M4 receptor; 360,000 compounds, 0.4% hits; P08173; CHO-K1 hM4/Gqi5, Fluo-8 calcium fluorescence, ACh EC20; 0% = ACh EC20, 100% = maximal ACh; activation, % at 3 µM; AID 624126;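 active = activation above its plate's cutoff, the mean activation of sample wells plus 3 SD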; note: some results filed as inactive read as strong as hits
CRFR2-BP ag: agonists of human CRF-binding protein/CRF-R2 receptor complex | 350,000 compounds, 0.46% hits | activation, % at 13.2 µM | HEK293 CRF-R2/CRF-BP, calcium dye fluorescence (FLIPR); percent of saturating CRF peptide response;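 active = activation of at least 50%, plus an integration ratio under a set limit after plate pattern correction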;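 note: plate controls were neutral control wells without compound for no effect and CRF at EC100 for full effect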
Starred values were filed as active, the others as inactive; · = no result given; & = joins results of further samples.

Letter code – A = M1 antag; B = M4 antag; C = CHRM5 antagonist; D = M5 ag; E = M1 PAM; F = M5 PAM; G = M4 ag; H = CHRM4 PAM; I = CRFR2-BP ag
O=C(/C=C/[C@H]1O[C@@H](n2ccc(=O)[nH]c2=O)[C@H](O)[C@@H]1O)NCCN1CCCC1
  A: -19.6; B: 5.9; C: -0.1; D: 1.5; E: 2.6; F: 5.3; G: 1.3; H: -1.2; I: ·
CC(=O)OC[C@]12CC[C@H]3[C@@](C)(CC[C@H]4C(C)(C)CCC[C@]34C)[C@@H]1CC(C1=CC(=O)OC1O)O2 (stereo not given in full)
  A: 10.6; B: 87.8*; C: 12.6; D: 1.3; E: -0.1; F: -2.2; G: 2.2; H: -12.8; I: ·
CC1CCN(C(=O)c2ccc3c(Cl)c4c(nc3c2)CCCC4)CC1
  A: 3.7; B: -0.9; C: -4.8; D: -3.9; E: -1.2; F: -4.6; G: 1.8; H: -0.6; I: -1.1
CCCCCCN1C[C@H](n2cc(COC(=O)c3ccccc3)nn2)[C@@H](O)C[C@@H]1c1ccccc1
  A: -0.1; B: -11.7; C: 1.9; D: -1.1; E: -1.1; F: 2.4; G: 0.2; H: 1.4; I: 0.5
Cc1ccc(NC(=O)COC(=O)c2ccc(Cl)cc2)cc1S(=O)(=O)N(C)C
  A: -0.1; B: -0.5; C: 2.2; D: -0.6; E: 2.2; F: -9.8; G: 7.6; H: -11.4; I: 1.1
CCOc1ccc(CN(CCO)CCO)cc1C(=O)OC
  A: -1.4; B: -8.2; C: -7.2; D: 0.6; E: 2.6; F: 5.7; G: 1.0; H: 1.7; I: -0.7
COc1ccc(NC(=O)C(=O)NCC2CCCN2S(=O)(=O)c2cccs2)cc1 (stereo not given)
  A: -3.2; B: 8.1; C: 7.2; D: -0.7; E: -1.4; F: 1.6; G: 2.5; H: 4.4; I: 0.1
COc1ccc2ccc(O)c(CN(C)CC(=O)Nc3ccccc3C(F)(F)F)c2c1
  A: -11.6; B: -4.9; C: 7.0; D: -2.8; E: 17.3; F: 4.6; G: 0.4; H: -3.0; I: -0.1
CCOC(=O)C1=C(CS(=O)(=O)c2ccc(C)cc2)NC(=O)NC1c1cc(OC)c(OC)c(OC)c1 (stereo not given)
  A: 2.4; B: 2.5; C: 16.4; D: -3.3; E: 3.6; F: -4.7; G: 0.8; H: 0.8; I: 0.5
CCCCN(C)C(=O)c1cn(C)c2ccc(S(=O)(=O)N(C)C)cc2c1=O
  A: -1.2; B: -13.2; C: -4.5; D: -0.2; E: 0.2; F: -2.2; G: -0.2; H: 7.5; I: 7.0
CCC(NC(=O)c1ccccc1NC(=O)c1ccccc1)C(=O)NNC(=O)CSc1nc2ccccc2o1 (stereo not given)
  A: 11.4; B: 3.4; C: 21.4; D: -3.4; E: -7.6; F: -8.7; G: 4.9; H: -5.5; I: -1.6
C=CCOc1cccc(CNc2ccc3[nH]c(=O)[nH]c3c2)c1
  A: -3.3; B: 1.5; C: 1.3; D: 5.1; E: 4.4; F: -3.9; G: 4.9; H: -8.4; I: 0.1
O=C(O)c1ccc2c(=O)n(-c3ccccc3F)c(=S)[nH]c2c1
  A: 11.6; B: -5.2; C: -2.8; D: -0.1; E: -6.3; F: -2.3; G: 0.2; H: 6.7; I: 1.2
C[C@@H]1C=C(C(=O)NCc2nc3ccccc3[nH]2)O[C@H](OCc2ccc(CO)cc2)C1
  A: -2.2; B: -10.6; C: 1.9; D: 7.2; E: 4.4; F: -3.6; G: 12.9; H: 2.0; I: -2.1
COC(=O)Cc1cc(=O)n(-c2nc3ccccc3[nH]2)[nH]1
  A: 4.3; B: -3.1; C: -4.3; D: 0.5; E: 0.4; F: -1.2; G: 1.4; H: 14.0; I: -2.7

A second format for 10 compounds above:
M1 antag | M4 antag | CHRM5 antagonist | M5 ag | M1 PAM | M5 PAM | M4 ag | CHRM4 PAM | CRFR2-BP ag | Structure
-19.6 | 5.9 | -0.1 | 1.5 | 2.6 | 5.3 | 1.3 | -1.2 | · | O=C(/C=C/[C@H]1O[C@@H](n2ccc(=O)[nH]c2=O)[C@H](O)[C@@H]1O)NCCN1CCCC1
10.6 | 87.8* | 12.6 | 1.3 | -0.1 | -2.2 | 2.2 | -12.8 | · | CC(=O)OC[C@]12CC[C@H]3[C@@](C)(CC[C@H]4C(C)(C)CCC[C@]34C)[C@@H]1CC(C1=CC(=O)OC1O)O2 (stereo not given in full)
3.7 | -0.9 | -4.8 | -3.9 | -1.2 | -4.6 | 1.8 | -0.6 | -1.1 | CC1CCN(C(=O)c2ccc3c(Cl)c4c(nc3c2)CCCC4)CC1
-0.1 | -11.7 | 1.9 | -1.1 | -1.1 | 2.4 | 0.2 | 1.4 | 0.5 | CCCCCCN1C[C@H](n2cc(COC(=O)c3ccccc3)nn2)[C@@H](O)C[C@@H]1c1ccccc1
-0.1 | -0.5 | 2.2 | -0.6 | 2.2 | -9.8 | 7.6 | -11.4 | 1.1 | Cc1ccc(NC(=O)COC(=O)c2ccc(Cl)cc2)cc1S(=O)(=O)N(C)C
-1.4 | -8.2 | -7.2 | 0.6 | 2.6 | 5.7 | 1.0 | 1.7 | -0.7 | CCOc1ccc(CN(CCO)CCO)cc1C(=O)OC
-3.2 | 8.1 | 7.2 | -0.7 | -1.4 | 1.6 | 2.5 | 4.4 | 0.1 | COc1ccc(NC(=O)C(=O)NCC2CCCN2S(=O)(=O)c2cccs2)cc1 (stereo not given)
-11.6 | -4.9 | 7.0 | -2.8 | 17.3 | 4.6 | 0.4 | -3.0 | -0.1 | COc1ccc2ccc(O)c(CN(C)CC(=O)Nc3ccccc3C(F)(F)F)c2c1
2.4 | 2.5 | 16.4 | -3.3 | 3.6 | -4.7 | 0.8 | 0.8 | 0.5 | CCOC(=O)C1=C(CS(=O)(=O)c2ccc(C)cc2)NC(=O)NC1c1cc(OC)c(OC)c(OC)c1 (stereo not given)
-1.2 | -13.2 | -4.5 | -0.2 | 0.2 | -2.2 | -0.2 | 7.5 | 7.0 | CCCCN(C)C(=O)c1cn(C)c2ccc(S(=O)(=O)N(C)C)cc2c1=O

(list continues)
Letter code – A = M1 antag; B = M4 antag; C = CHRM5 antagonist; D = M5 ag; E = M1 PAM; F = M5 PAM; G = M4 ag; H = CHRM4 PAM; I = CRFR2-BP ag
CC(C)CC(C(=O)N1CCOCC1)N1Cc2ccccc2C1=O (stereo not given)
  A: -8.1; B: -8.3; C: 0.4; D: 3.6; E: 13.6; F: 9.9; G: 1.0; H: 3.6; I: -2.8
COc1ccc(-n2cc(CN(C)C3CCOCC3)c(-c3cccc(F)c3)n2)cc1
  A: -6.5; B: -1.4; C: 4.9; D: 2.5; E: 3.0; F: 0.6; G: 4.6; H: -7.0; I: 4.2
CC(O)(c1ccc(F)c(F)c1)c1nc(-c2cc3ccccc3o2)cs1 (stereo not given)
  A: -5.6; B: 12.7; C: 7.0; D: 1.4; E: 8.5; F: -11.8; G: 5.7; H: -4.4; I: ·
O=C(Cc1ccc([N+](=O)[O-])cc1)Nc1cccc(C(=O)N2CCCCC2)c1
  A: -8.4; B: -1.2; C: 4.9; D: 7.1; E: 8.8; F: -4.3; G: 6.1; H: -2.7; I: -0.2
CCC(Oc1ccccc1)C(=O)N(CC)CC(=O)NCc1ccc(F)cc1 (stereo not given)
  A: -7.8; B: -2.5; C: -5.5; D: -1.0; E: 6.2; F: 2.8; G: 0.9; H: 2.0; I: -1.1
O=C(c1cc(-c2cccc(Cl)c2)on1)N1CCCCCC1
  A: 6.0; B: 0.5; C: 6.1; D: -2.3; E: -2.2; F: 4.2; G: -0.1; H: -8.7; I: 0.8
COC(=O)c1c(-c2ccc(Br)cc2)noc1N
  A: 1.2; B: 10.4; C: 4.5; D: -2.3; E: 0.6; F: -4.8; G: 0.2; H: -8.3; I: -0.3
O=C(O)CSc1cccc2cccnc12
  A: 11.0&-29.9; B: 15.3&-3.2; C: -3.9&-2.2; D: 0.6&-2.5; E: -3.4&9.6; F: 0.0&7.6; G: 1.0&1.4; H: 3.0&10.6; I: 12.1&-3.0
S=c1[nH]nc(CCCc2n[nH]c(=S)o2)o1
  A: -8.3; B: 14.0; C: -0.3; D: -3.3; E: 2.1; F: 2.8; G: -0.6; H: -13.1; I: -0.9
COc1ccc(NC(=O)CC2C(=O)N(C)C(=S)N2CCc2ccc(F)cc2)cc1 (stereo not given)
  A: 0.5; B: 3.8; C: 0.5; D: 1.8; E: -2.4; F: -0.5; G: 8.5; H: -7.1; I: -1.0
C/C(=N\NC(=O)Cn1nc(C)c([N+](=O)[O-])c1C)c1ccc(O)cc1
  A: -8.7; B: 5.6; C: 5.5; D: -3.2; E: 9.5; F: -2.4; G: 0.0; H: -0.8; I: -0.2
CC(C)C1=NOC(C(=O)N2CCC(N3CCC(C(=O)N4CCOCC4)CC3)CC2)C1 (stereo not given)
  A: -14.8; B: -1.5; C: 15.8; D: 1.4; E: 14.7; F: 3.7; G: 0.7; H: 0.4; I: -0.7

Compound activity (PubChem BioAssay)

Outcome played no part in choosing rows. About 2.8% of those tested had a hit in this group.
